Screens deposited in PubChem BioAssay by National Center for Advancing Translational Sciences (NCATS).
aSyn yeast rescue – rescues yeast growth from alpha-synuclein toxicity. Potency, µM (highest dose often 46.1 µM), inactives show at the highest dose growth rescue (activation), actives largely listed as activators. hit rate 0.02% among 94,000. AID 1347070. S. cerevisiae alpha-synuclein toxicity rescue, BacTiter-Glo growth, 24 h; active = well fitted activation curve with a large enough effect; inconclusive = small, poorly fitted or top-dose-only effect; note: 0% is about no effect
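Growth restoration measured by BacTiter-Glo luminescence after 24 hr at 30 deg C; alpha-synuclein yeast, raffinose-pregrown to mid-log, were added at OD600=0.02 in galactose medium onto pinned compounds.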
Active calls of the source: *; ? = inconclusive; [ ] = remark or other dose. Potency is the fitted concentration of half-maximal effect. This is a subset; the hit share may differ from the screen's.

SMILES	aSyn yeast rescue
CCOc1ccc(CNC(=O)Cn2c(=O)c3cccn3c3ccccc32)cc1	2.3%
COCCn1c(SCC(=O)c2c[nH]c3ccccc23)nc2cc(C(=O)NC(C)C)ccc2c1=O	-3.1%
COc1cccc(N2CC(NC(=O)c3ccc(S(=O)(=O)N4CCCCC4)cc3)CC2=O)c1 (stereo not given)	-7.1%
COCCNC(=O)c1nn2c(C(F)(F)F)cc(-c3ccccc3)nc2c1Br	-3.8%
O=C(c1ccc(NS(=O)(=O)c2ccc3[nH]c(=O)[nH]c3c2)cc1)N1CCN(c2ccccc2O)CC1	7.8%
Cc1ccc(S(=O)(=O)N2CCN(Cc3ccsc3)CC2)cc1	4.1%
CCN(C(=O)CSc1nc2ccccc2n1CC(=O)N(C)C1CCCCC1)c1ccccc1	1.1%
CC1(O)C(c2ccccc2)=Nc2ccccc21 (stereo not given)	-13.1%
COc1cccc(NS(=O)(=O)c2ccc3[nH]c4c(c3c2)CCCCCC4)c1	-10.5%
CCOC(=O)C1CCN(C(c2ccccc2OC)c2c(O)cc(C)n(CCOC)c2=O)CC1 (stereo not given)	3.7%
O=C(NCc1cccc(F)c1)C1CCN(c2nn3cc(-c4ccc(F)cc4)nc3s2)CC1	0.3%
COC(=O)c1ccc(C(=O)OC)c(NC(=O)CN(c2ccccc2)S(=O)(=O)N(C)C)c1	7.7%
COc1ccc(CNC(=O)c2cc3c(-c4ccc(Cl)cc4)nn(C)c3s2)cc1	-7.8%
Cc1ccc(C)c(CN2C(=O)C(=O)c3ccccc32)c1	3.1%
CCC(C)NC(=O)CS(=O)Cc1nc(-c2cccc(C)c2)oc1C (stereo not given)	7.6%
CCN(c1ccccc1)c1cc(C)nc2nc(C)nn12	-11.7%
CCOc1ccccc1Nc1sc(C(=O)c2ccccc2)c(N)c1S(=O)(=O)c1ccc(C)cc1	4.8%
CCc1nc(SCC(=O)OC(C)C)c2ccccc2n1	2.2%
CNC[C@@H]1OCc2ccccc2-c2ccccc2C(=O)N([C@H](C)CO)C[C@@H]1C	6.2%
Cn1ccc2cc(S(=O)(=O)N3CCCN(C(=O)Nc4ccc(Br)cc4)CC3)ccc21	-4.7%
Cc1ccc(-c2ccccc2C2=CC(=O)CC(C)(C)C2=O)cc1	-0.1%
Cc1cccc(N2CCN(S(=O)(=O)c3ccc4c(c3)CCN4C(=O)CCC(=O)O)CC2C)c1 (stereo not given)	-4.4%
CCOc1ccc(NC(=O)c2ccc(NC(=O)CN3C(=O)C(=O)N(CC(C)C)C3=O)cc2)cc1	-2.3%
Cc1cccc(N(C)C(=O)CS(=O)(=O)c2cccc3nsnc23)c1	6.3%
CCOC(=O)Cn1c(=O)n(CC2CCCO2)c2nc(-c3ccc(OCC)cc3)nc(C(N)=O)c21 (stereo not given)	8.3%

Remaining list, next part.
SMILES	aSyn yeast rescue
Cc1noc(NS(=O)(=O)c2ccc(NC(=O)COc3ccccc3Br)cc2)c1C	-1.4%
CCOC(=O)c1c(NC(=O)CS(=O)(=O)c2cn(CC)c3ccccc23)sc2c1CCCC2	-2.5%
CC(=O)N1CCCc2cc(S(=O)(=O)N3CCC(N(C)C(C)C)CC3)ccc21	-4.1%
CCOc1ccc(NC(=O)CN(C)S(=O)(=O)c2cnc[nH]2)cc1	0.2%
Cc1ccc(CNC(=O)c2cc3sc(Cl)cc3n2C)cc1	8.9%
O=C(C1CCCCC1)N1C[C@@H](O)[C@H](n2cc(-c3ccc(F)cc3)nn2)C[C@@H]1c1ccccc1	-2.9%
CC1=C(C(=O)Nc2cccc(C(F)(F)F)c2)C2(CCN(C(C)C)CC2)OC1=O	-10.2%
Cc1cccc(N(C)S(=O)(=O)c2ccc3c(c2)C(C)(C)C(=O)N3C)c1	4.3%
O=C(NNC(=O)c1csc(N2CCOCC2)n1)c1ccc(Cl)nc1	4.4%
COc1ccc(NC(=O)Cn2cnc3ccc(S(=O)(=O)N4CCC(C)CC4)cc3c2=O)cc1Cl	-5.3%
Cc1ccc(C)c(S(=O)(=O)N2CCCN(C)CC2)c1	2.6%
Cc1c(C(=O)NC(C)c2ccccc2)sc2ncnc(N(C)C3CCCCC3)c12 (stereo not given)	26.5%
COC(=O)[C@H]1[C@H](c2ccccc2)[C@H](C(=O)OC)O[C@H]1c1ccccc1	-4.0%
CCCC12CN3CC(CCC)(CN(C1)C3c1c(C)[nH]c(=O)[nH]c1=O)C2=O (stereo not given)	-10.8%
O=C(Nc1ccc(S(=O)(=O)NC2=NCCCCC2)cc1)c1ccc(Cl)cc1Cl	-0.1%
CCn1cc(C(=O)O)c(=O)c2cc(F)c(N3CCN(C(=S)Nc4ccc(OC)cc4)CC3)cc21	1.3%
CCN(CC)c1ccc(C(=O)NNC(=O)Cn2c(=O)cnc3ccccc32)cc1	-7.5%
O=C(Nc1ccccc1Br)c1ccc(N2CCCC2=O)cc1	-7.4%
COc1ccc2c(c1)c1c(c(=O)n(-c3cc(Cl)ccc3C)c(=O)n1Cc1ccc(F)cc1)n2C	-9.3%
CCOC(=O)c1cc(-c2ccc(F)cc2)n(CCC(=O)NC2CCCCC2)c1C	-13.8%
NS(=O)(=O)c1ccc(CNc2ccc3ccccc3n2)cc1	-6.2%
CCn1cc(/C=N\NC(=O)c2ccc(Cl)cc2)cn1	4.6%
Cc1cc(NC(=O)CSc2nc(Cc3ccccc3)c(C)[nH]2)no1	-1.3%
CCCn1c(N)c(C(=O)CSc2nnc(Cc3cccs3)n2C2CC2)c(=O)[nH]c1=O	8.6%
COC(=O)c1ccc(Cn2c(SCC(=O)N(C)c3ccccc3)nc3ccccc32)cc1	2.3%

Fetched one by one from the list above, two records:
SMILES	aSyn yeast rescue
CCn1cc(/C=N\NC(=O)c2ccc(Cl)cc2)cn1	4.6%
Cc1cccc(N(C)S(=O)(=O)c2ccc3c(c2)C(C)(C)C(=O)N3C)c1	4.3%

Entries shown so far that contain a Cl atom, in the order listed:
SMILES	aSyn yeast rescue
COc1ccc(CNC(=O)c2cc3c(-c4ccc(Cl)cc4)nn(C)c3s2)cc1	-7.8%
Cc1ccc(CNC(=O)c2cc3sc(Cl)cc3n2C)cc1	8.9%
O=C(NNC(=O)c1csc(N2CCOCC2)n1)c1ccc(Cl)nc1	4.4%
COc1ccc(NC(=O)Cn2cnc3ccc(S(=O)(=O)N4CCC(C)CC4)cc3c2=O)cc1Cl	-5.3%
O=C(Nc1ccc(S(=O)(=O)NC2=NCCCCC2)cc1)c1ccc(Cl)cc1Cl	-0.1%
COc1ccc2c(c1)c1c(c(=O)n(-c3cc(Cl)ccc3C)c(=O)n1Cc1ccc(F)cc1)n2C	-9.3%
CCn1cc(/C=N\NC(=O)c2ccc(Cl)cc2)cn1	4.6%

(list continues)
SMILES	aSyn yeast rescue
O=C(O)c1ccc(/C=C/c2nc3sc4c(c3c(=O)[nH]2)CCC4)cc1	1.6%
O=c1[nH]c2ccccc2nc1C(F)(F)F	-0.7%
C=CCn1c(SCC(=O)c2c(C)[nH]c3ccccc23)nnc1-c1ccncc1	-4.5%
O=C1OCCC1Sc1nnnn1-c1ccc(Cl)cc1 (stereo not given)	5.0%
O=C(CCC1CCCCC1)NCCS(=O)(=O)N1CCN(c2ccc(F)cc2)CC1	-1.8%
CCCC(=O)Nc1cc(-c2nc3cccnc3s2)ccc1C	-22.6%
CCN(CC)c1ccc(/C=N/N2CCOCC2)c(O)c1	9.2%
COc1ccccc1CNC(=O)c1sccc1-c1ccccc1	11.6%
Cc1ccc(-n2cnn(-c3ccc([N+](=O)[O-])cc3[N+](=O)[O-])c2=O)cc1	7.1%
C=CCNC(C(=O)Nc1cccc(OC)c1)c1ccccc1 (stereo not given)	-2.5%
COc1ccc(C(=O)NC(CCSC)C(=O)NCc2nnc3ccccn23)cc1 (stereo not given)	-3.2%
Cc1nc2ccccc2c(=O)n1Nc1cccc(Cl)c1	11.7%
O=C(NCc1ccco1)c1ccc2c(c1)N(Cc1ccc(Cl)cc1)C(=O)c1ccccc1S2=O (stereo not given)	8.6%
O=C(CCS(=O)(=O)c1cccc2nonc12)Nc1c(F)cccc1F	-6.4%
COc1ccc(S(=O)(=O)Nc2ccc3oc4c(c3c2)C(=O)CC(C)(C)C4)cc1	-8.9%
CC(=O)Nc1ccc(NC(=O)C(C)OC(=O)CCCOc2ccc(Cl)cc2C)cc1 (stereo not given)	7.9%
CCOc1ccc(NC(=O)N2CCC(CN3CCc4ccccc4C3)CC2)cc1	3.1%
O=C(Nc1cc(Cl)ccc1-n1cncn1)c1cn2ccccc2n1	-10.1%
Cc1cc(OC(C)C(=O)Nc2cccnc2)ccc1Cl (stereo not given)	-12.2%
COc1ccc(OC)c(CNC(=O)c2ccc(-c3nc(CSc4ccccc4)c(C)o3)cc2)c1	-5.3%
O=C(Nc1cccc(Cl)c1)c1cc(S(=O)(=O)N2CCCc3ccccc32)ccc1F	8.3%
COc1ccc(-c2cc(-c3nc(-c4cc(OC)c(OC)c(OC)c4)no3)[nH]n2)c(OC)c1	7.9%
Cc1cc(O)c(S(=O)(=O)c2ccccc2)c(C)c1NS(=O)(=O)c1ccccc1	11.1%
CC(C)NC(=S)NC(c1ccccc1)(c1ccccc1)c1ccccc1	-8.5%
O=S(=O)(c1ccc(-c2cnc(C3CC3)o2)cc1)N1CCN(c2ccccc2)CC1	3.2%

(cont.)
SMILES	aSyn yeast rescue
COCCN1CC(=O)N2C(c3cccc(C)c3)c3[nH]c4ccccc4c3C[C@H]2C1=O (stereo not given in full)	8.6%
O=C(NCCCO)C(=O)Nc1c2c(nn1-c1ccc(F)cc1)CSC2	0.3%
CCn1cc(C(=O)Nc2ccc(C)cc2[N+](=O)[O-])c(C)n1	-3.3%
O=C(CCc1ccccc1)Nc1ccc(S(=O)(=O)Nc2nccs2)cc1	-9.0%
O=C(NCc1ccccc1)c1cnc(N2CCCCC2)c2ccccc12	-0.7%
Cc1ccc(-c2nc(CS(=O)CC(=O)NCc3ccc(Cl)cc3)c(C)o2)cc1 (stereo not given)	1.9%
Cc1nc(CNC(=O)c2cc(COc3c(F)cccc3F)on2)cs1	0.2%
CCOc1ccc(S(=O)(=O)N2CCC(C(=O)N3CCCC3)CC2)cc1C	-4.6%
O=C(NNC1OC(CO)C(O)C(O)C1O)c1cccnc1 (stereo not given)	10.7%
Cc1ccc(NC(=O)C2CCCN2S(=O)(=O)c2ccc3c(c2)n(C)c(=O)c(=O)n3C)cc1C (stereo not given)	-0.3%
CCOC(=O)c1c(C)c(-c2ccccc2)n(CC(=O)Nc2cccc(C)c2C)c1C	5.1%
O=C(O)c1ccc(Nc2nc(-c3ccccc3)c3ccccc3n2)cc1	4.5%
Cc1ccc(S(=O)(=O)NCC(c2ccccc2)N2CCCCC2)cc1 (stereo not given)	7.6%
Cc1ccc(Cl)cc1N1CCN(C(=O)C2CCCN(Cc3nc(-c4cccc(Cl)c4)oc3C)C2)CC1 (stereo not given)	-45.8%[inhibitor]
COc1ccc(OCCNC(=O)CSc2ccc(C(F)(F)F)cc2[N+](=O)[O-])cc1	0.9%
CC1(C)CC(=O)C=C(C(=O)N2CCCC(C(=O)c3cc(F)ccc3F)C2)O1 (stereo not given)	2.2%
COc1ccc(S(=O)(=O)Nc2ccc(-c3ccc(N4CCCC4)nn3)cc2)cc1F	-3.4%
O=C(Nc1nccs1)C(Br)C(Br)c1ccccc1 (stereo not given)	-14.2%
C[C@H]1CN([C@@H](C)CO)C(=O)c2cc(Br)cnc2O[C@H]1CN(C)C(=O)C1CCC1	-6.3%
CCOCCCNC(=O)c1c[nH]c2ccc(S(=O)(=O)N(C)c3ccc(Cl)cc3F)cc2c1=O	-2.4%
O=S(=O)(NCc1ccccn1)c1ccc2ccccc2c1	-12.3%
O=C(CSc1n[nH]c(=O)n1-c1cccnc1)N1CCOCC1	-4.1%
COc1ccc(N2CCC(CNC(=S)Nc3c(C)cccc3C)C2)cc1 (stereo not given)	0.9%
CCOC(=O)c1c(S(=O)(=O)N2CCC(C(=O)Nc3cccc(C)n3)CC2)c(C)n(C)c1C	-1.5%
Cc1ccc(NC(=O)c2sc3nc(-c4cccs4)ccc3c2N)cc1F	4.1%

Nothing new here: 2 of the compounds above.
SMILES	aSyn yeast rescue
CCOc1ccc(CNC(=O)Cn2c(=O)c3cccn3c3ccccc32)cc1	2.3%
COCCn1c(SCC(=O)c2c[nH]c3ccccc23)nc2cc(C(=O)NC(C)C)ccc2c1=O	-3.1%

New compounds follow:
SMILES	aSyn yeast rescue
COc1cc(-c2nc3n(n2)C(c2ccc(F)cc2)C(C(N)=O)=C(C)N3)cc(OC)c1OC (stereo not given)	-2.2%
COc1ccc(CNC(=O)c2cc(S(=O)(=O)N3CCCC3)cn2C)cc1	-0.3%
COc1ccc(OC)c(NC(=O)N(C)CCc2c(C)nn(C)c2C)c1	-2.6%
Cc1ccc2c(=O)cc(CSc3ccccc3)[nH]c2c1C	1.3%
CCn1cc(C(=O)N2CCN(c3cc(Cl)ccc3C)CC2)c2cc(OC)c(OC)cc2c1=O	1.1%
CCOc1ccc(CC(=O)Nc2ccc(-c3ccc4nnc(C)n4n3)cc2)cc1	6.2%
COc1ccc(C(=O)C(/C=N/O)=N/Nc2ccc(F)cc2)cc1	6.4%
Cc1nc(-c2ccc(S(=O)(=O)NCc3ccc(F)cc3)cc2)co1	2.1%
CC1=C(C(=O)N(C(C)C)C(C)C)CC(CC(=O)NCc2cccs2)C(=O)N1Cc1ccccc1 (stereo not given)	-8.0%
O=C(CN1CCN(Cc2ccc(F)cc2)C1=O)NCc1ccccc1Cl	5.7%
C[C@@H]1CN([C@H](C)CO)C(=O)CCCn2nncc2CO[C@H]1CN(C)Cc1ccccc1C(=O)O	3.5%
COc1cc(Cl)c(C)cc1NC(=O)Cn1cc(S(=O)(=O)N2CCC(C)CC2)c2ccccc2c1=O	-3.0%
COc1ccc(CNC(=O)C2CCN(c3nc4ccccc4[nH]3)CC2)cc1OC	-3.6%
Cc1ccc(CNC(=O)Cn2c(=O)ccc3cc(S(=O)(=O)N4CCCC4)ccc32)cc1	-2.6%
COc1cc(C)ccc1OCCSc1nc(-c2cccc(C)c2)nc2cc(=O)[nH]n12	-2.9%
O=C(NNC(=S)NC(=O)c1ccco1)c1ccc(F)cc1	?
CN(C)c1ccc(CNC(=O)CCCn2ccc3cc(S(=O)(=O)N4CCCC4)ccc32)cc1	-10.4%
